Her2 expr inh = Her2 kinase expression inhibition; P04626; SKBR-3 HER2 protein level, AlphaScreen, 18-24 h; stronger effect = lower value; HER2 level % of control, % at 10 µM; 0.69% of 65,000 active; AID 645;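 active = HER2 level under 5% of the carrier-only control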;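 note: 100% = DMSO carrier and 0% = 500 nM PU-H71 HSP90 inhibitor; lower value means stronger loss of Her2 protein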
Cdc25B block = human M-phase inducer phosphatase 2 inhibition; P30305; 0.1% of 65,000 active; recombinant Cdc25B, OMFP fluorescence Ex485/Em525; inhibition, %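 (compounds tested at 10 µM final in the well)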; AID 368; in the data active = inhibition above about 50%
Target sequence (P30305 whole entry, looked up): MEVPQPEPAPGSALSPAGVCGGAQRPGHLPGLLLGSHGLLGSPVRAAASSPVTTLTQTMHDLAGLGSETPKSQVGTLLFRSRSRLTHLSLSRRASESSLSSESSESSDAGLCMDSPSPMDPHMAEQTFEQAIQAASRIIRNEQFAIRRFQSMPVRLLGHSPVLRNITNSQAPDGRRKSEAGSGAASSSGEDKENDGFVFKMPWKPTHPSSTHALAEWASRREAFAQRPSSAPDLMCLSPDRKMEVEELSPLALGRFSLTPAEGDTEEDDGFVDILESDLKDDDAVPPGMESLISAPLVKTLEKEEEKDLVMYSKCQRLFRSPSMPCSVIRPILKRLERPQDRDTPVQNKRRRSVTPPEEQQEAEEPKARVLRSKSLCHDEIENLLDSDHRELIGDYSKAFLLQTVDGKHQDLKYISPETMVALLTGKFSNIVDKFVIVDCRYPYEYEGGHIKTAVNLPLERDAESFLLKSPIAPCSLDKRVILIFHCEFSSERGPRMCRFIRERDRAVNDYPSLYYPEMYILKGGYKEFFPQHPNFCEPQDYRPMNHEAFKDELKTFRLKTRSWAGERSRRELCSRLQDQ
MKP-1 inh = inhibitors of human MKP-1 phosphatase; P28562; 0.15% of 65,000 active; recombinant MKP-1, OMFP hydrolysis fluorescence; AID 374; inhibition, %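 (compounds tested at a single concentration somewhere between 10 and 100 µM)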;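 active = inhibition above about 50%, limit read from the data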;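 note: 0% = DMSO max control wells and 100% = wells with enzyme stopped by NaOH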
Hsp90 block = displaces geldanamycin probe from tumor Hsp90 | NCI-N417 lysate Hsp90, Cy3B-geldanamycin FP displacement | inhibition, % at 30 µM | 0.35% of 64,000 active | AID 429;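 active = inhibition above 50%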;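 note: 0% = tracer plus lysate wells and 100% = tracer alone without lysate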
PKA inh = blocks human protein kinase A activity. inhibition, % at 6 µM. P17612. AID 524. PKA Kemptide phosphorylation, Kinase-Glo ATP luminescence. 0.1% of 65,000 active;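 active = inhibition above the screen-wide mean inhibition plus 3 SD, cut at about 21% in these data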; note: many of its hits are not listed in these tables
A340 absorber = compound absorbs light at 340 nm | compound absorbance at 340 nm, fold over control | fold change at 10 µM | 65,000 tested, under 10 active;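 active = at 10 µM dose, initial 340 nm absorbance at least 2 fold that of control wells; inactive = change under 2 fold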;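 note: initial absorbance extrapolated from kinetic A340 decline of NADH oxidation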
Fluor 339 460 = intrinsic fluorescence of library compounds, ex339/em460 – biochemical, MLSMR library, data from DPM-DC assay, artefact control, profiling panel | fluorescence fold increase at 10 µM | 5.5% of 65,000 active | compound autofluorescence, ex339/em460 nm, NADH buffer; stronger effect = higher value; 1 = no-compound wells, NADH background;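 active = at 10 µM, mean starting fluorescence two-fold or more over control wells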;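 note: signal is the first read of a kinetic run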
JNK3 blocker = blocks human JNK3 kinase activity | inhibition, % at 8 µM | AID 746 | purified JNK3 kinase activity, HTS | 0.61% of 60,000 active; in the data active = inhibition above about 17%;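 note: 0% = DMSO and 100% = reference inhibitor; many of its hits are not listed in these tables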
Target sequence (P53779 whole entry, looked up): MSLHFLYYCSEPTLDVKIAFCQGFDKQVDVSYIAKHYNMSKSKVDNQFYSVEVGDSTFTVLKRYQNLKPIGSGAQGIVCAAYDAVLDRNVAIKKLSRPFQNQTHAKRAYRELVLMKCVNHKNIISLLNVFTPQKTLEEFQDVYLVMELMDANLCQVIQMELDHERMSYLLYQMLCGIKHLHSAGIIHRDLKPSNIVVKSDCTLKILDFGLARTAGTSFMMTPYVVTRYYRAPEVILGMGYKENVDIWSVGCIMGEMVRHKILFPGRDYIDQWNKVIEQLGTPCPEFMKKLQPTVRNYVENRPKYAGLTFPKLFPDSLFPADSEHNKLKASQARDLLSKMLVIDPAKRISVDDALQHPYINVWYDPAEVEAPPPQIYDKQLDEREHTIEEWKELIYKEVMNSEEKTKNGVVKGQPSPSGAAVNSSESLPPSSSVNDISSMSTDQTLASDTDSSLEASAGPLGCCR
ROCK2 inh = blocks human Rho kinase 2 activity | inhibition, % at 6 µM | purified ROCK2, Kinase-Glo ATP depletion luminescence | O75116 | AID 604 | 0.35% of 60,000 active;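 active = inhibition above the screen-wide mean inhibition plus 3 SD, cut at about 18% in these data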;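 note: plate controls were DMSO wells for no effect and Y-27632 control wells after no-enzyme background subtraction for full effect; many of its hits are not listed in these tables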
Active calls of the source: *; & = joins results of further samples. These rows are one share of the data, so the mix of outcomes need not match the whole.

Screening CC(=O)/C(CN1CCCCC1)=N\O returned Her2 expr inh 91, Cdc25B block -8, MKP-1 inh 3, Hsp90 block -2, PKA inh 4, A340 absorber 1, Fluor 339 460 1, JNK3 blocker -1 and ROCK2 inh 1.
O=C(NC1CCCCC1)c1ccc(CS(=O)(=O)Cc2ccccc2F)o1 was read as Her2 expr inh 69, Cdc25B block -4, MKP-1 inh -5, Hsp90 block -3, PKA inh 2, A340 absorber 1 and Fluor 339 460 1.1.
COc1ccccc1N=c1oc2cc(O)ccc2cc1C(=O)NCC1CCCO1 (stereo not drawn) was read as Her2 expr inh 76, Cdc25B block 19, MKP-1 inh 14, Hsp90 block -2, PKA inh 4, A340 absorber 1.1, Fluor 339 460 2.9*, JNK3 blocker 4 and ROCK2 inh -6.
`CCn1c(=O)cc(SCC(=O)N2CCN(Cc3ccc4c(c3)OCO4)CC2)c2ccccc21` gave Her2 expr inh 81, Cdc25B block -14, MKP-1 inh 56*, Hsp90 block -1, PKA inh 8, A340 absorber 1.1 and Fluor 339 460 1.2.
CCCCOc1ccc(C(=O)O)cc1 was read as Her2 expr inh 113, Cdc25B block 28, MKP-1 inh 6, Hsp90 block -2, PKA inh -3, A340 absorber 1, Fluor 339 460 1.1, JNK3 blocker 1 and ROCK2 inh 1.
CN(C)S(=O)(=O)c1ccc(C(=O)Nc2ccc(CCC(=O)N3CCCC3)cc2)cc1 was read as Her2 expr inh 84, Cdc25B block -7, MKP-1 inh 34, Hsp90 block -4, PKA inh 3, A340 absorber 1, Fluor 339 460 1.1, JNK3 blocker -2 and ROCK2 inh 2.
Screening COc1ccc(F)cc1S(=O)(=O)Nc1ccc2c(c1)OCCO2 returned Her2 expr inh 74, Cdc25B block 2, MKP-1 inh -2, Hsp90 block -1, PKA inh 5, A340 absorber 1, Fluor 339 460 0.9, JNK3 blocker 0 and ROCK2 inh 7.
COC(=O)c1[nH]c2ccc(Cl)cc2c1NC(=O)CCN1CCN(C2CCCCC2)CC1 was read as Her2 expr inh 86, Cdc25B block 4, MKP-1 inh -10, Hsp90 block -6, PKA inh 3, A340 absorber 1.1, Fluor 339 460 1.9, JNK3 blocker 4 and ROCK2 inh -6.
Brc1cc2c(cc1COc1ccc(-c3nn[nH]n3)cc1)OCO2 was read as Her2 expr inh 100, Cdc25B block -6, MKP-1 inh 16, Hsp90 block -1, PKA inh 7, A340 absorber 1, Fluor 339 460 1.1, JNK3 blocker -1 and ROCK2 inh 4.
CC1CCCN(S(=O)(=O)c2ccc(Br)s2)C1 (stereo not drawn) was read as Her2 expr inh 104, Cdc25B block -5, MKP-1 inh -20, Hsp90 block 0, PKA inh 0, A340 absorber 0.98, Fluor 339 460 1.1, JNK3 blocker -1 and ROCK2 inh 0.
For CCOC(=O)N1CCN(c2c(N3CCN(c4ccccn4)CC3)c(=O)c2=O)CC1 the results were Her2 expr inh 88, Cdc25B block -8, MKP-1 inh 3, Hsp90 block 3, PKA inh -3, A340 absorber 1, Fluor 339 460 1, JNK3 blocker -1 and ROCK2 inh -7.
Screening c1ccc(SCCOCCn2cncn2)cc1 returned Her2 expr inh 131, Cdc25B block -24, MKP-1 inh -7, Hsp90 block 1, PKA inh 7, A340 absorber 1, Fluor 339 460 1.1, JNK3 blocker -3 and ROCK2 inh 5.
For CN(C)c1ccc(C(=O)c2ccc(N(C)C)c(N)c2)cc1N the results were Her2 expr inh 92, Cdc25B block -5, MKP-1 inh -12, Hsp90 block 0, PKA inh 10, A340 absorber 1.1, Fluor 339 460 1.1, JNK3 blocker -2 and ROCK2 inh 6.
Cc1cc(=O)n2nc(N3CCCC(C(=O)NCc4ccc5c(c4)OCO5)C3)sc2n1 (stereo not drawn) was read as Her2 expr inh 100, Cdc25B block -6, MKP-1 inh -2, Hsp90 block -4, PKA inh 6, A340 absorber 1, Fluor 339 460 1.1, JNK3 blocker -5 and ROCK2 inh 5.
COC(=O)c1ccc(Cl)c(NS(=O)(=O)c2ccc3c(c2)OCCO3)c1 was read as Cdc25B block 4, MKP-1 inh 2, Hsp90 block 0, PKA inh 5, A340 absorber 1, Fluor 339 460 1.3, JNK3 blocker 4 and ROCK2 inh 5.
Screening CCOC(=O)C(C(=O)OCC)c1cc(Br)c2noc3c2c1C(=O)c1ccccc1-3 returned Her2 expr inh -5.2*, Cdc25B block 62*, MKP-1 inh 32, PKA inh 4, A340 absorber 1 and Fluor 339 460 1.1.
`COc1ccc(OC)c(NS(=O)(=O)c2ccc(N3CCCC3=O)cc2)c1` gave Her2 expr inh 56, Cdc25B block -26, MKP-1 inh -8, Hsp90 block 0, PKA inh 1, A340 absorber 1, Fluor 339 460 1.1, JNK3 blocker 1 and ROCK2 inh 2.
Screening O=C(CSc1ncn[nH]1)c1ccc2c(c1)OCO2 returned Her2 expr inh 96, Cdc25B block -2, MKP-1 inh 9, Hsp90 block -1, PKA inh 3, A340 absorber 1, Fluor 339 460 1.1, JNK3 blocker -4 and ROCK2 inh -2.
For CCCSc1nc2c(c(=O)n1-c1ccc(OCC)cc1)SCC2 the results were Her2 expr inh 73, Cdc25B block -12, MKP-1 inh 7, PKA inh 8, A340 absorber 1.1 and Fluor 339 460 1.1.
For CCCCn1c(CN2CCN(CCO)CC2)nc2ccccc21 the results were Her2 expr inh 115, Cdc25B block -1, MKP-1 inh -5, Hsp90 block -2, PKA inh -3, A340 absorber 1, Fluor 339 460 1.1, JNK3 blocker 0 and ROCK2 inh -2.
For COC(=O)[C@@H]1C2CCC(C(=O)Nc3ccccc3)(CC2)[C@@H]1C(=O)OC the results were Her2 expr inh 98, Cdc25B block -5, MKP-1 inh -16, Hsp90 block -5, PKA inh 6, A340 absorber 0.99, Fluor 339 460 1.1, JNK3 blocker -1 and ROCK2 inh 3.
O=C(CCCNS(=O)(=O)c1cccc2nsnc12)NCc1ccc(F)cc1 was read as Her2 expr inh 75, Cdc25B block -4, MKP-1 inh 1, Hsp90 block -1, PKA inh 1, A340 absorber 1, Fluor 339 460 1.1, JNK3 blocker 1 and ROCK2 inh 1.
`CCC(C)Nc1nc(OC)nc(N(C)C#N)n1` (stereo not drawn) gave Her2 expr inh 77, Cdc25B block -32, MKP-1 inh -9, Hsp90 block 0, PKA inh 4, A340 absorber 1, Fluor 339 460 1, JNK3 blocker -7 and ROCK2 inh -9.
Screening O=C(COC(=O)C1COc2ccccc2O1)Nc1ccc2c(c1)CCC2 (stereo not drawn) returned Her2 expr inh 104, Cdc25B block -16, MKP-1 inh 24, Hsp90 block -2, PKA inh 1, A340 absorber 1, Fluor 339 460 0.98, JNK3 blocker 2 and ROCK2 inh -7.
Screening O=C(O)CSc1ccc2ccccc2n1 returned Her2 expr inh 98, Cdc25B block 4, MKP-1 inh -12, Hsp90 block -2, PKA inh 6, A340 absorber 0.99, Fluor 339 460 1.1, JNK3 blocker 18* and ROCK2 inh 4.
Screening COC(=O)Cc1ccc(NC(=O)c2cccs2)cc1 returned Her2 expr inh 76, Cdc25B block -12, MKP-1 inh -15, Hsp90 block -2, PKA inh -8, A340 absorber 1, Fluor 339 460 1.1, JNK3 blocker -4 and ROCK2 inh -4.
`Cc1ccc(-c2sc(C)nc2CC(=O)O)cc1` gave Her2 expr inh 86, Cdc25B block -12, MKP-1 inh -4, Hsp90 block 0, PKA inh 4, A340 absorber 1, Fluor 339 460 1.1, JNK3 blocker -3 and ROCK2 inh 4.
Screening Cc1ccc(CNC(=O)C2CCCN(S(=O)(=O)c3cnc[nH]3)C2)cc1 (stereo not drawn) returned Her2 expr inh 92, Cdc25B block -9, MKP-1 inh -6, Hsp90 block -2, PKA inh 10, A340 absorber 0.96, Fluor 339 460 1, JNK3 blocker -5 and ROCK2 inh 7.
For CC1=C(C(=O)OC(C)(C)C)C(c2ccco2)C(C#N)=C(N)O1 (stereo not drawn) the results were Her2 expr inh 110, Cdc25B block -1, MKP-1 inh 1, Hsp90 block -17, PKA inh 7, A340 absorber 1.1, Fluor 339 460 1.1, JNK3 blocker 7 and ROCK2 inh -1.
O=C(NCC1CCCO1)c1c(O)c2cccc3c2n(c1=O)CCC3 (stereo not drawn) was read as Her2 expr inh 99, Cdc25B block -3, MKP-1 inh 2, Hsp90 block -4, PKA inh 4, A340 absorber 1, Fluor 339 460 1.3, JNK3 blocker 5 and ROCK2 inh 7.

Retrieved by compound from the list above, 3 records:
O=C(CCCNS(=O)(=O)c1cccc2nsnc12)NCc1ccc(F)cc1 was read as Her2 expr inh 75, Cdc25B block -4, MKP-1 inh 1, Hsp90 block -1, PKA inh 1, A340 absorber 1, Fluor 339 460 1.1, JNK3 blocker 1 and ROCK2 inh 1.
Screening CC(=O)/C(CN1CCCCC1)=N\O returned Her2 expr inh 91, Cdc25B block -8, MKP-1 inh 3, Hsp90 block -2, PKA inh 4, A340 absorber 1, Fluor 339 460 1, JNK3 blocker -1 and ROCK2 inh 1.
O=C(NCC1CCCO1)c1c(O)c2cccc3c2n(c1=O)CCC3 (stereo not drawn) was read as Her2 expr inh 99, Cdc25B block -3, MKP-1 inh 2, Hsp90 block -4, PKA inh 4, A340 absorber 1, Fluor 339 460 1.3, JNK3 blocker 5 and ROCK2 inh 7.

Carrying on.
`CCOc1ccccc1Nc1ncnc2c1cnn2-c1ccccc1` gave Her2 expr inh 67, Cdc25B block 1, MKP-1 inh 0, Hsp90 block -3, PKA inh 7, A340 absorber 1, Fluor 339 460 1.1, JNK3 blocker 4 and ROCK2 inh 6.
`O=C(NCc1ccccn1)C1CCCN(S(=O)(=O)c2cccc3nsnc23)C1` (stereo not drawn) gave Her2 expr inh 78, Cdc25B block -14, MKP-1 inh 6, Hsp90 block -5, PKA inh 1, A340 absorber 1, Fluor 339 460 1.1, JNK3 blocker -3 and ROCK2 inh 0.
Screening O=c1c2sc3nc(N4CCOCC4)c4c(c3c2ncn1Cc1ccco1)CCCC4 returned Her2 expr inh 43, Cdc25B block -6, MKP-1 inh -15, Hsp90 block -5, PKA inh -4, A340 absorber 1, Fluor 339 460 1.2, JNK3 blocker 3 and ROCK2 inh -2.
`CC1=NC(C(F)(F)F)(C(F)(F)F)C(C#N)=C(C)N1` gave Her2 expr inh 104, Cdc25B block 2, MKP-1 inh -5, Hsp90 block 2, PKA inh -1, A340 absorber 1.1, Fluor 339 460 1.1, JNK3 blocker -6 and ROCK2 inh 2.
Screening Cc1ccc(N2CC(c3nc4ccccc4[nH]3)CC2=O)c(C)c1 (stereo not drawn) returned Her2 expr inh 98, Cdc25B block -4, MKP-1 inh -12, Hsp90 block 2, PKA inh 8, A340 absorber 1, Fluor 339 460 1.1, JNK3 blocker 5 and ROCK2 inh 6.
Screening CN1CCN(C2=Nc3cc(Cl)ccc3Nc3ccccc32)CC1 returned Her2 expr inh 106, Cdc25B block 11, MKP-1 inh -13, Hsp90 block 1&4, PKA inh -7, A340 absorber 0.97, Fluor 339 460 1, JNK3 blocker 4 and ROCK2 inh -1.
`Cc1cccc(-c2nc(CN3CCCC(C(=O)NC4CCCCC4)C3)c(C)o2)c1` (stereo not drawn) gave Her2 expr inh 105, Cdc25B block -24, MKP-1 inh 16, Hsp90 block 0, PKA inh 3, A340 absorber 0.98, Fluor 339 460 1.1, JNK3 blocker 2 and ROCK2 inh 2.
For CSC1=N/C(=C\c2ccc(C)o2)C(=O)S1 the results were Her2 expr inh 72, Cdc25B block 4, MKP-1 inh 5, Hsp90 block -12, PKA inh 1, A340 absorber 1, Fluor 339 460 1.1, JNK3 blocker -5 and ROCK2 inh 4.
O=c1oc2ccccc2cc1NCc1ccccc1O was read as Her2 expr inh 83, Cdc25B block -11, MKP-1 inh 6, Hsp90 block -2, PKA inh 4, A340 absorber 1, Fluor 339 460 1.1, JNK3 blocker 3 and ROCK2 inh -2.
`CCCn1c(SCC#N)nc2c(c1=O)C1(CCCC1)Cc1ccccc1-2` gave Her2 expr inh 133, Cdc25B block -1, MKP-1 inh -27, Hsp90 block -1, PKA inh 5, A340 absorber 1.1, Fluor 339 460 1, JNK3 blocker 3 and ROCK2 inh 4.
